Screening results from PubChem.
LMPTP block = LMPTP phosphatase inhibitors, primary screen, biochemical, fluorescence intensity, uHTS; Low molecular weight phosphotyrosine protein phosphatase (Homo sapiens), P24666; recombinant LMPTP-A, OMFP fluorogenic substrate; inhibition, % at 20 µM; 0.22% of 360,000 active; AID 651560, 2012;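 active = compounds that cut the enzyme signal by at least half of the control window in the single-dose screen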;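 also: plate controls were DMSO wells with enzyme plus substrate for no effect and substrate without enzyme for full effect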
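Material: LMPTP-A; amount: 0.625 nM enzyme; doses: single 20 µM dose; times: reaction 50 min, room temperature, dark; technique: fluorescence intensity of OMFP turnover product; benchmarks: no-enzyme and uninhibited controls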
Rpn11 inh = Rpn11 (PSMD14) deubiquitinase inhibitors, primary screen, biochemical, fluorescence polarization, uHTS; human 26S proteasome, Ub4-pepOG fluorescence polarization; 20S core pre-blocked with epoxomicin; calls only at 20 µM; 0.59% of 360,000 active; AID 588493, 2011;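 active = inhibition at 20 µM, scaled to each plate's controls, above about 33%, limit read from the data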
STEP block = STEP phosphatase inhibitors, primary screen, biochemical, fluorescence intensity, uHTS; Tyrosine-protein phosphatase non-receptor type 5 (Homo sapiens), P54829; recombinant STEP, OMFP fluorogenic substrate; inhibition, % at 20 µM; 0.25% of 360,000 active; AID 588621, 2011;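 active = inhibition at 20 µM, scaled per plate between control wells, above about 37%, limit read from the data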;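 also: 0% = DMSO with enzyme and substrate and 100% = substrate only without enzyme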
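medium = Bis-Tris buffer pH 6.0, 2.5 mM DTT, 0.005% Tween 20 | test system = STEP (striatal-enriched tyrosine phosphatase) enzyme, cell-free | measure = normalized % inhibition | compound dosing = 20 µM, 1% DMSO | also added = 25 µM OMFP | schedule = reaction 20 min, ambient temperature | measured by = fluorescence read at 480 nm ex / 540 nm em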
Scp1 inh = Scp-1 phosphatase inhibitors, primary screen, biochemical, colorimetric, uHTS; Carboxy-terminal domain RNA polymerase II polypeptide A small phosphatase 1 (Homo …; Recombinant Scp1, phosphopeptide, malachite green phosphate absorbance; inhibition, % at 20 µM; 0.88% of 340,000 active; AID 493091, 2011;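 active = inhibition above about 50% at 20 µM, limit read from the data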;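 also: plate controls were DMSO wells with enzyme for no effect and wells lacking enzyme for full effect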
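System: SCP-1 catalytic domain; Reagent: Phospho 17-mer peptide substrate; Doses: one concentration, 20 µM, with 1.0% DMSO; Incubation: 45 min room-temperature reaction, 5 min colour, 30 min stabiliser; Signal: Phosphate-binding colour reagent, absorbance read at 630 nm.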
CSN deneddyl inh = inhibitors of CSN-mediated cullin deneddylation, primary screen, biochemical, fluorescence polarization, uHTS; 0.38% of 360,000 active; COP9 signalosome complex subunit 5 (Homo sapiens), Q92905; AID 651999, 2013; inhibition, % at 12.5 µM; Purified CSN, SCF-Nedd8-OG deneddylation;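 active = pattern-corrected inhibition above about 35%, with an unprinted fluorescence ratio check between 0.5 and 1.5, limit read from the data, passing the limit was not always enough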;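 also: 0% = enzyme with substrate and 100% = substrate without enzyme; some results filed as inactive read as strong as hits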
Target sequence (Q92905 whole entry, looked up, one chain of several): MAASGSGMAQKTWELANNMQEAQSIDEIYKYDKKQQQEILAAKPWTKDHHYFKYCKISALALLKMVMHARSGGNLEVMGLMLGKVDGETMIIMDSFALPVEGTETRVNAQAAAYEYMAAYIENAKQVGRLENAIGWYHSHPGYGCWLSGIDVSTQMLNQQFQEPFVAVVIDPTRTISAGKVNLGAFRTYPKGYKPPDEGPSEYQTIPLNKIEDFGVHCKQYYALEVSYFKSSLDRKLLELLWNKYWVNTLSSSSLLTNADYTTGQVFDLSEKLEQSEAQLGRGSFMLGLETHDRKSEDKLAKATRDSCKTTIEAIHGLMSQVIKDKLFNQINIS
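assay system = purified human Csn5 enzyme expressed in HEK293T cells | amount = 0.24 nM enzyme | buffer or medium = Tris/NaCl/DTT buffer, pH 7.5 | reagent = 10 nM SCFSkp2-Nedd8OG | compound = one concentration, 12.5 µM, 0.25% DMSO | times = 90 min reaction at room temperature | signal = FP | read-out basis = % inhibition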
SUMO1 PPI mod = modulators of SUMO1 protein-protein interactions, primary screen, biochemical, uHTS; Small ubiquitin-related modifier 1 (Homo sapiens), P63165; AID 602429, 2012; 0.33% of 360,000 active; SUMO1 binding to a labelled peptide, TR-FRET, 1 h; inhibition, % at 20 µM; in the data active = inhibition above about 37%
NadD inh = inhibitors of S. aureus NadD, primary screen, biochemical, colorimetric, uHTS. purified NadD enzyme, colorimetric absorbance read-out. inhibition, % at 20 µM. 0.78% of 360,000 active. AID 602399, 2012; in the data active = inhibition above about 26%; also: some compounds past the cut are filed as inactive
DNMT1 inh = human DNMT1 methyltransferase inhibitors, primary screen, biochemical, molecular beacon, fluorescence, HinP1I cleavage, uHTS | DNA (cytosine-5)-methyltransferase 1 (Homo sapiens), P26358 | inhibition (reported as % activation of signal), % at 10 µM | 0.83% of 360,000 active | AID 588458, 2011; in the data active = inhibition above about 50%
MLLE-PAM2 inh = inhibitors of PABP1 MLLE–PAM2 peptide binding, primary screen, biochemical, fluorescence polarization, FITC-PAM2, GST-MLLE; Polyadenylate-binding protein 1 (Homo sapiens), P11940; inhibition, % at 20 µM; 0.36% of 360,000 active; AID 588489, 2011; in the data active = inhibition above about 35%, passing the limit was not always enough;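 also: plate controls were DMSO wells with GST-MLLE for no effect and wells lacking GST-MLLE protein for full effect; some results filed as inactive read as strong as hits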
Target sequence (P11940 whole entry, looked up): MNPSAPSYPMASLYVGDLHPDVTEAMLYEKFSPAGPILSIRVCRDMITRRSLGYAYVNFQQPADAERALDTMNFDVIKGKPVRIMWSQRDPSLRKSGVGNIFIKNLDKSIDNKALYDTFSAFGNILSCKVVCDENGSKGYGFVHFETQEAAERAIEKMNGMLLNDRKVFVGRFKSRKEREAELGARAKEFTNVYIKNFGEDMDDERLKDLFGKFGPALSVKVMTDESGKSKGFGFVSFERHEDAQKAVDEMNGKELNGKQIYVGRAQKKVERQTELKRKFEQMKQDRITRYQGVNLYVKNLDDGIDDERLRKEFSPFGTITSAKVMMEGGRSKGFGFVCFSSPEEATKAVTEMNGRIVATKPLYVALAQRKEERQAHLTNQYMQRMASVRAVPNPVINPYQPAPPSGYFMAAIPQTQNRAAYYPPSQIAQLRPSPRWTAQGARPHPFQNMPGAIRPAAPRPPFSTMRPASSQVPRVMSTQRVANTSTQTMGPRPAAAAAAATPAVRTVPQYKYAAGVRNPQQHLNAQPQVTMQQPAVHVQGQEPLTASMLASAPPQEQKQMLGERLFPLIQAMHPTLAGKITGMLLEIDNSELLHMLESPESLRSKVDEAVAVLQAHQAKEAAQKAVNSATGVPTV
TbMetRS inhib = T. brucei MetRS inhibitors, primary screen, biochemical, luminescence; methionyl-tRNA synthetase (Trypanosoma brucei brucei); 0.4% of 360,000 active; inhibition, % at 11.9 µM; purified T. brucei MetRS, ATP depletion, Kinase-Glo luminescence;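 active = inhibition above a per-plate cutoff of the control wells' mean inhibition plus 3 SD, cut at about 5.5% in these data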;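 also: 0% = DMSO wells median and 100% = median of wells with control inhibitor compound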
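Material – parasite MetRS enzyme · Medium – HEPES-MgCl2-KCl buffer plus DTT, spermine, BSA, pyrophosphatase · Reagent – ATP, methionine and E. coli bulk tRNA substrates · Times – 15 min enzyme-compound preincubation, 2 h reaction, 10 min detection, 25 °C · Measured by – luminescence of leftover ATP · Evaluation – percent inhibition relative to median high and low control wells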
* = called active by the depositor; i = inactive; x = no result given; + = active, no number.

SMILES | LMPTP block | Rpn11 inh | STEP block | Scp1 inh | CSN deneddyl inh | SUMO1 PPI mod | NadD inh | DNMT1 inh | MLLE-PAM2 inh | TbMetRS inhib
CCCN(CC(=O)Nc1ccc(F)c(F)c1F)C(=O)Cc1ccc(OC)c(S(=O)(=O)N2CCOCC2)c1 | -9.2 | i | -1 | -5 | 0 | -23 | 14 | -6 | -1 | -0.2
COc1cccc(-c2nc(CS(=O)(=O)CC(=O)Nc3cc(C)ccc3C)c(C)o2)c1 | 1.3 | i | -1 | -12 | 0 | 2 | -6 | 2 | 0 | 0.5
O=C(/C=C/c1cccc(Cl)c1)Nn1c(-c2cccs2)nc2ccccc2c1=O | 3.0 | i | 5 | -9 | 0 | 6 | 14 | 26 | 9 | -0.1
COc1ccc(S(=O)(=O)N(C)C)cc1NC(=O)c1ccc(OCC(=O)N2CCOCC2)c(OC)c1 | -1.7 | i | 4 | -2 | -1 | 2 | 0 | 2 | -38 | -0.2
O=C(CCS(=O)(=O)c1ccc(F)cc1)Nc1nc(-c2ccncc2)cs1 | 0.3 | i | 57* | -5 | 2 | -1 | -2 | 8 | 28 | 0.0
Cc1cc(/C=C(/C#N)C(=O)Nc2ccccc2)c(C)n1-c1cccnc1 | -1.3 | i | -4 | -10 | 2 | -9 | -2 | -3 | 7 | -0.7
CC(OC(=O)CCN1C(=O)C2CC=CCC2C1=O)C(=O)c1ccc(F)cc1 (stereo not given) | -1.5 | i | 0 | -6 | -4 | 1 | -5 | -1 | 2 | -0.3
CCOC(=O)c1[nH]c(C)c(C(=O)OCC(=O)N(C)C2CCS(=O)(=O)C2)c1C (stereo not given) | 1.9 | i | -1 | 8 | -4 | 2 | -2 | 2 | 1 | -1.4
CCOc1ccc(C(=O)NCCc2ccccc2)cc1 | -2.3 | i | 0 | -4 | 2 | 0 | -6 | 1 | 5 | -1.3
CCOc1ccc(NC(=O)c2ccccc2CO)cc1 | -1.0 | i | 1 | -9 | 2 | -2 | -7 | -2 | -3 | -0.7
Brc1ccc(OCCn2ccnc2)cc1 | -0.4 | i | -1 | -9 | 0 | -1 | -2 | 1 | 5 | 0.3
COc1cc2c(cc1OC)C1(CCCC1)CNC2c1ccc([N+](=O)[O-])cc1 (stereo not given) | -0.9 | i | -2 | -4 | -1 | -13 | -5 | -1 | -2 | -0.5
Cc1[nH][nH]c(=O)c1C(c1ccc(-c2cccc(Cl)c2)o1)c1c(C)[nH][nH]c1=O | 5.3 | i | 3 | -16 | 6 | -4 | 16 | 34 | 23 | 1.2
N#Cc1ncccc1CCc1cccc(Cl)c1 | 0.6 | i | -3 | -20 | -2 | 1 | -10 | 2 | 14 | -0.3
CC1CCc2c(sc(/N=C/c3ccco3)c2C(N)=O)C1 (stereo not given) | -0.7 | i | 1 | -4 | 0 | -8 | -3 | -6 | 5 | -1.1
O=C1C(=O)N2C(=C1C(=O)N1CCCCCC1)c1ccccc1CC21CCCC1 | 1.2 | i | 1 | -9 | 3 | 6 | -3 | 1 | -3 | 0.3
O=C(O)c1ccc(C2SCC(=O)N2Cc2ccccc2)cc1 (stereo not given) | -1.6 | i | 2 | -6 | -4 | 3 | 2 | 3 | 28 | -0.1
CC1=NN(c2ccccc2)C(=O)C1C(=O)c1ccccc1 (stereo not given) | -2.7 | i | 0 | -10 | -13 | -2 | 6 | -4 | 2 | 0.4
COc1ccccc1NC(=O)C(=O)/C=C(\O)c1ccccc1 | -1.9 | i | 3 | -10 | -2 | -7 | 1 | 0 | 28 | 0.0
CN(C(=O)CSc1ncnc2sccc12)c1c(N)n(Cc2ccccc2)c(=O)[nH]c1=O | -0.8 | i | -4 | -14 | 2 | -1 | -7 | 16 | -2 | -0.4
C=CCC1NS(=O)(=O)O[C@H](CCCC)[C@@H]1O (stereo not given in full) | -0.3 | i | -4 | -8 | 0 | 9 | -6 | 0 | 1 | -0.1
CCOC(=O)C1CCCN(C(=O)c2cc3cc(OC)c(OC)cc3[nH]2)C1 (stereo not given) | -1.5 | i | 2 | -9 | -2 | 1 | -7 | -3 | 11 | -0.9
CC(C)OC(=O)C(C)Oc1ccc(C(=O)NCCc2ccccc2)cc1 (stereo not given) | -1.2 | i | 1 | -8 | 4 | -1 | -5 | -1 | 2 | -0.5
COc1ccc(C(=O)Nc2ccccc2C(=O)N/N=C/c2ccc(O)c(OC)c2)cc1 | 1.0 | i | -8 | 0 | -1 | -2 | 19 | -13 | -8 | -13
CC(NC(=O)COc1ccccc1)C1COc2ccccc2O1 (stereo not given) | -1.9 | i | -1 | -2 | 2 | -2 | 0 | -1 | 2 | -0.2
CC(=O)Oc1ccc(Cn2c(C)c(C(=O)NCCC#N)sc2=O)cc1 | 0.6 | i | 1 | x | -8 | 1 | -4 | 2 | -12 | 0.3
CCn1cc(C(=O)NC2CC(C)(C)Cc3c2cnn3-c2cccc(F)c2)cn1 (stereo not given) | 0.2 | i | -2 | -5 | 5 | 3 | 3 | 3 | -2 | -0.2
CC(C)C(Nc1ccc(S(=O)(=O)N2CCOCC2)cc1[N+](=O)[O-])C(=O)O (stereo not given) | -0.7 | i | -2 | 2 | -6 | -18 | -2 | 5 | -1 | -0.6
CC(Nc1ccccc1N1CCCCC1)C(=O)N1CCc2ccccc21 (stereo not given) | 2.0 | i | 0 | 2 | -3 | 4 | -1 | 0 | 3 | -0.2
Cc1ccc(-c2csc(NCCn3c(-c4ccncc4)nc4ccccc43)n2)cc1 | 0.5 | i | 11 | -6 | -3 | -5 | 7 | -7 | 20 | 0.1
Cc1cccc(NC2=C(Cl)C(=O)OC2OC(C)C)c1 (stereo not given) | -3.9 | i | -2 | -1 | 6 | 2 | 0 | -3 | 2 | 0.3
COc1cccc(-c2nc(NC(C)(C)C)c3ccccc3n2)c1O | 6.1 | i | -2 | 0 | 2 | -1 | -1 | -16 | 8 | 0.2
Cc1ccc(-c2cc(C(=O)Nc3ccc(S(=O)(=O)Nc4ncccn4)cc3)c3ccccc3n2)cc1 | 0.6 | i | -1 | 5 | 4 | -9 | 33* | 1 | -6 | 0.4
CCN(C(=O)CSc1n[nH]c(N)n1)c1cccc2ccccc12 | -0.6 | i | 5 | -5 | -4 | -2 | -5 | 2 | -4 | -0.4
CCC(c1nc2ccccc2[nH]1)N(C(=O)C1=NNC(=O)CC1)c1ccccc1 (stereo not given) | -1.7 | i | -2 | x | 2 | 2 | -3 | 0 | -17 | 0.4
Cc1ccc2nc(Cl)c(C3CC(c4ccco4)=NN3C(=O)CCCC(=O)O)cc2c1 (stereo not given) | -0.5 | i | -3 | 4 | -1 | -8 | -3 | 1 | -2 | 0.4
CCOC(=O)C12CNC(=O)C(C(=O)OCC)(CNC1=O)C2 | -0.3 | i | 3 | 6 | 15 | 40* | -7 | 1 | -7 | 0.2
CCOC(=O)c1cnc(SCC(=O)Nc2ccc(NC(C)=O)c(OC)c2)nc1N | -1.8 | i | 0 | -3 | 3 | 2 | -2 | 0 | 6 | -0.9
CCOc1ccc(/C=N/NC(=O)C(C)Sc2ccccn2)cc1OCC (stereo not given) | 0.2 | i | -3 | -15 | -3 | -2 | 1 | 3 | 20 | -0.9
COc1ccc(Cn2nnnc2C(c2cc(OC)ccc2OC)N2CCC(C(N)=O)CC2)cc1 (stereo not given) | -2.6 | + | 2 | -11 | 6 | 0 | -8 | -5 | -7 | -1.0
Cc1ccn2c(NC(=O)c3ccccc3)c(-c3cccs3)nc2c1 | -1.2 | i | 1 | 7 | 2 | 3 | -3 | -1 | 5 | -0.8
CC(C#N)Sc1ccc(S(=O)(=O)N2CCCCC2)cn1 (stereo not given) | -0.3 | i | -3 | 6 | -7 | 2 | 1 | 4 | 10 | -0.6
Cc1[nH]n(C(N)=S)c(=O)c1N=Nc1ccccc1C(F)(F)F | -1.6 | i | 3 | -14 | 1 | -11 | 10 | -2 | 36 | 0.0
CCN(CCN1CCCC1)C(=O)C1CCC(=O)N(CCCN2CCOCC2)C1 (stereo not given) | -8.0 | i | 2 | -5 | 6 | -2 | 3 | 0 | -2 | 0.7
CS(=O)(=O)c1ccc(C(=O)NNC(=O)c2ccccc2-n2cccc2)cc1 | -1.1 | i | 3 | -5 | -6 | 4 | 0 | -1 | 2 | -0.2
